From PubChem
Casp6 inh – inhibitors of human caspase-6; inhibition, % at 12.5 µM; AID 686996; 350,000 tested, 0.53% active; P55212; purified caspase-6, Z-VEID-R110 cleavage fluorescence;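 active means mean inhibition across replicates at least about 35%, with every replicate also reaching that limit, limit read from the data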;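 further: 0% = median of neutral control wells and 100% = no fluorescence left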
Target sequence (P55212 24-179 limits assumed): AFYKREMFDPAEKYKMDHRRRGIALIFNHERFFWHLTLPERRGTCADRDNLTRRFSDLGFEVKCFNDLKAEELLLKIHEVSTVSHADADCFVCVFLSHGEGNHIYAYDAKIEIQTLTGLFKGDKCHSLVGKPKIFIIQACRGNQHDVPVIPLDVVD
Target sequence (P55212 194-293 limits assumed): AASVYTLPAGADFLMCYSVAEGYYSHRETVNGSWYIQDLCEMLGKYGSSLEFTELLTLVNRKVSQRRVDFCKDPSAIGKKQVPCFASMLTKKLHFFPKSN
Statin myotox sup – suppression of simvastatin myotoxicity; 330,000 tested, 0.78% active; C2C12 myotubes + simvastatin, ATP luminescence, 48 h; scaled: DMSO 0, geranylgeraniol control 100; rescue of ATP level, % at 7.49 µM;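 active means mean ATP rescue above about 67%, or every replicate alone reaching that limit, limit read from the data, passing the limit was not always enough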;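 further: myotubes were challenged with 10 µM simvastatin during compound exposure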
FN deposit inh – fibronectin deposition inhibition; 350,000 tested, 0.086% active; inhibition, % at 12.6 µM; AH1F fibroblasts, Alexa488-fibronectin deposition fluorescence, overnight; AID 743247;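 active means mean inhibition across replicates of 30% or more, regardless of how many single replicates reach that level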;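 further: positive control wells lacked labelled fibronectin entirely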
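test system = AH1F fibroblasts assembling fluorescent fibronectin matrix | quantity = 10000 AH1F cells per well | buffer or medium = DMEM plus 2% serum, read in PBS | doses = single dose, pinned | incubation = 1 h cell attachment, overnight exposure to compound and label | detection = fluorescence at 485 nm excitation, 525 nm emission | read-out basis = inhibition from reduced deposited-fibronectin fluorescence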
SIRT5 inh – inhibitors of human sirtuin-5 desuccinylase | 330,000 tested, 1.1% active | AID 652115 | Purified SirT5, succinyl-peptide AMC, trypsin-coupled fluorescence | inhibition, % at 15 µM | Q9NXA8; in the data active means inhibition above about 15%
Target sequence (Q9NXA8 whole entry, looked up): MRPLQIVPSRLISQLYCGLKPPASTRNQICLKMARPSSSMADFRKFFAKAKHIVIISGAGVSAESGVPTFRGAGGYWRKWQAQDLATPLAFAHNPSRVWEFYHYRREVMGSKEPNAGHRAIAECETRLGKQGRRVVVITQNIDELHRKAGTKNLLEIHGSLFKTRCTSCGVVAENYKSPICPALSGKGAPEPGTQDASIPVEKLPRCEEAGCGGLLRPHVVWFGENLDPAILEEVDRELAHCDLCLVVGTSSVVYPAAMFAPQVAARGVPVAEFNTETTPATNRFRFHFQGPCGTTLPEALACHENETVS
LGR2 inh – inhibitors of bursicon-induced Drosophila LGR2 receptor cAMP signaling; HEK293 LGR2, CRE-luciferase, bursicon-stimulated, 4 h; inhibition, % at 9.99 µM; AID 720647; 380,000 tested, 0.35% active;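 active means drop in luminescence signal, shown as inhibition above about 50% in the replicate tests, limit read from the data, passing the limit was not always enough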;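 further: agonist challenge used bursicon conditioned medium at about half maximal strength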
S100A4 MyoIIA – S100A4-myosin IIA interaction inhibition. P26447. S100A4/TAMRA-MyoIIA peptide fluorescence polarization. inhibition, % at 10.7 µM. 360,000 tested, 0.14% active. AID 652163;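 active means mean inhibition of at least 70% across replicates, with every replicate also reaching that level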
Target sequence (P26447 whole entry, looked up): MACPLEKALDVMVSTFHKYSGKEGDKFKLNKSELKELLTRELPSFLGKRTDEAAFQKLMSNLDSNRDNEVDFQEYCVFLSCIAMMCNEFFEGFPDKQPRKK
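Material: S100A4 monomer protein | Medium: HEPES pH 7.2 with CaCl2, KCl, NaCl, DTT, Triton | Reagent: Labelled myosin peptide probe, 5 nM | Doses: One dose per compound | Times: 5 min incubation before reading | Benchmarks: Neutral control DMSO, positive control TFP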
esBAF inh – inhibitors of esBAF chromatin remodeling in mouse ES cells | reporter increase, % at 12.5 µM | Bmi1-luciferase knock-in reporter, 24 h; 100% = twice the neutral-well signal | 350,000 tested, 2% active; in the data active means activation above about 40%;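 further: 0% = median of the plate's neutral control wells and 100% = double that signal; a rise in the Bmi1 reporter signal indicates esBAF inhibition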
* marks the source's active call; other numbers are inactive results; / = no result given. A portion of the library; rates above refer to the full screens.

SMILES | Casp6 inh | Statin myotox sup | FN deposit inh | SIRT5 inh | LGR2 inh | S100A4 MyoIIA | esBAF inh
CCN(CC)CCCNC(=O)c1csc(Nc2cccc3ccccc23)n1 | -43.7 | -1.2 | -4.7 | -4.9 | 3.7 | 4.4 | -5.9
CCN(c1ccccc1)S(=O)(=O)c1ccc(OC)c(N=N/C(C(=O)Nc2ccccc2)=C(/C)O)c1 | -4.9 | / | 0.2 | 0.3 | 17.7 | 9.6 | /
O=C(NCCCN1CCCC1=O)c1nnc(Cc2c(F)cccc2Cl)o1 | / | 5.7 | 4.4 | / | / | / | -3.2
Cc1noc(/C=C/c2ccco2)c1S(=O)(=O)N1CCC(C(=O)N2CCc3ccccc32)CC1 | -0.9 | 5.3 | -11.0 | -1.2 | 15.5 | -4.0 | 7.0
CC(C)NC(=O)C1CCN(C2CCN(C(=O)Cc3ccc4c(c3)OCO4)CC2)CC1 | 0.4 | 1.3 | -4.1 | -0.4 | 21.3 | 1.6 | 4.7
CC(OC(=O)/C=C/c1ccc2ccccc2n1)C(=O)NCc1ccccc1 (stereo not drawn) | -0.1 | 5.7 | / | -2.0 | -37.7 | -4.2 | 30.7
CCOC(=O)Cn1c(=O)oc2cc(S(=O)(=O)NC(C)(C)CC)ccc21 | 3.0 | 6.8 | -5.8 | -2.0 | -0.4 | 0.4 | -0.5
Cc1nn(-c2ccccc2)c(N)c1N=Nc1cccc(S(=O)(=O)N2CCOCC2)c1 | -0.8 | -27.9 | 8.7 | 0.8 | -4.3 | -2.2 | 12.7
C/C(=N\NC(=O)c1ccn(C)n1)c1ccco1 | 1.9 | -3.2 | -2.2 | 1.6 | 2.2 | 6.5 | 9.1
COc1cc(-c2nnc(COC(=O)CSc3cc(C)c4ccccc4n3)o2)cc(OC)c1OC | / | -2.8 | 13.7 | / | / | / | -7.7
COc1ccc(C(=O)N/N=C\c2ccc(OC)c(COc3ccccc3Br)c2)c(OC)c1 | -2.3 | -14.9 | -7.4 | -3.1 | 9.6 | -0.8 | -1.5
CCN(CC)S(=O)(=O)c1ccc2c(c1)N(CC(=O)NCCc1ccc(S(N)(=O)=O)cc1)C(=O)CO2 | 1.8 | -0.7 | / | 2.4 | 24.6 | -7.4 | 2.1
Cc1cccc(C(=O)Nc2ccc3ccccc3c2)c1 | -0.8 | -15.7 | 2.5 | -2.2 | -53.0 | 16.8 | 47.2*
Cc1ccccc1NC(=S)NCCSc1ccc(Cl)cc1 | -0.4 | -16.7 | -0.6 | -3.5 | 13.6 | -2.3 | -57.2
COCC(=O)N(C)C[C@H]1Oc2cc(C#CCC3CCCC3)ccc2S(=O)(=O)N([C@@H](C)CO)C[C@@H]1C | / | 6.2 | / | 3.7 | 11.5 | -6.6 | 11.3
CC(C)c1ccccc1NC(=S)NCCCn1ccnc1 | -3.0 | 5.4 | -7.7 | / | 4.8 | 1.7 | 3.0
OC(COC1CCCCC1)CN1CCCCC1 (stereo not drawn) | -0.6 | 8.3 | 9.4 | -1.7 | 8.3 | -13.0 | -3.4
CN(CC(=O)N1CCCC1)S(=O)(=O)c1cccc(Cl)c1 | -0.9 | / | -0.6 | -3.8 | -17.1 | -1.5 | /
COC(=O)[C@]1(CCC(=O)OC(C)(C)C)N=C(c2ccc(OCCCO)cc2)O[C@@H]1c1ccccc1N=[N+]=[N-] | 1.1 | / | / | 0.6 | / | 5.5 | /
Cc1ccc(SCC(=O)OCC(=O)N(CC(C)C)c2c(N)n(Cc3ccccc3)c(=O)[nH]c2=O)c(C)c1 | -1.3 | -0.8 | / | -1.0 | 3.4 | 5.5 | /
O=S(=O)(Nc1ccon1)c1cc(Cl)ccc1Cl | 1.9 | / | 12.5 | -3.4 | -4.5 | 0.1 | /
CCC(=O)N1C[C@H]2[C@@H](c3ccccc31)[C@@H](CO)N2CC1CCCC1 | -1.4 | 10.6 | / | 16.2* | 2.7 | 3.0 | -5.0
Nc1nc(CSCCO)nc(Nc2ccccc2)n1 | / | -5.7 | / | / | -5.6 | / | 21.3
N#Cc1c(N2CCN(c3ccc(F)cc3)CC2)nc(N)c2c(N)nc3c(c12)CC(=O)N3C1CC1 | -2.8 | / | / | / | 27.0 | -13.4 | /
CC(C)C(NS(=O)(=O)c1ccc2c3c(cccc13)C(=O)N2)C(=O)O (stereo not drawn) | 23.1 | 4.6 | -2.9 | / | -7.2 | -2.3 | 7.0
CC(NC(=O)CSc1nc2ccc(N)cc2s1)c1ccccc1 (stereo not drawn) | -1.4 | / | -7.2 | -1.3 | / | 9.3 | /
COc1ccc(CC(=O)OCC(=O)Nc2ccc(Cl)c(S(=O)(=O)N(C)C)c2)cc1 | 0.2 | / | 2.0 | -2.6 | 16.6 | -4.4 | /
O=C1Nc2ccccc2N=C(c2ccccc2)C1N(C(=O)c1ccnc2ccccc12)c1ccccc1 (stereo not drawn) | -1.3 | 7.3 | -2.8 | -0.7 | 10.3 | -3.0 | -1.8
COc1ccc(C(Nc2cc(C)ccn2)c2ccc3ccc(C)nc3c2O)cc1 (stereo not drawn) | -7.4 | -0.4 | -0.5 | -4.7 | 1.1 | 3.0 | 2.1
CCOC(=O)N1CCC(NC(=O)C2CCCN(Cc3nc(-c4cccc(C)c4)oc3C)C2)CC1 (stereo not drawn) | -3.5 | / | 3.0 | -0.3 | -5.6 | -5.0 | /
CCn1c(SCC(=O)Nc2ccccc2N2CCCCC2)nc2c1c(=O)n(C)c(=O)n2C | / | 1.5 | -4.0 | / | / | / | -1.1
CC(Sc1c[nH]c2ccccc12)C(=O)O (stereo not drawn) | / | 3.5 | 1.2 | / | 34.7 | / | -9.5
Cc1c(/C=C(\CC(=O)O)c2nc3ccccc3s2)cc(C#N)n1C | -1.2 | / | 1.4 | -1.1 | -32.3 | 2.9 | /
CCN1[C@@H]2Cn3c(ccc(-c4ccccc4)c3=O)[C@H]1[C@@H](C(=O)NCCCN1CCOCC1)[C@@H]2CO | 29.9 | -23.1 | / | -6.4 | -11.5 | 4.3 | -1.2
NC(N)=NS(=O)(=O)c1ccc(N/C=C/C(=O)c2ccc(Cl)c(Cl)c2)cc1 | 0.2 | -10.6 | 2.6 | -4.7 | -3.7 | 2.6 | -7.7
COCC(=O)N1C[C@H](C)[C@@H](OC)CN(C)C(=O)c2ccc(NC(=O)c3ccc(OC)cc3)cc2OC[C@H]1C | / | -3.6 | 8.2 | -1.8 | -14.0 | -8.8 | -4.4
O=C(N[C@H]1C=C[C@@H](CC(=O)N2CCOCC2)O[C@@H]1CO)c1ccccn1 | 3.4 | -5.3 | -0.5 | -1.2 | 26.1 | 10.0 | -2.1
CCOC(=O)CN1C(=O)Nc2ccc(Br)cc2C1c1ccccc1 (stereo not drawn) | / | -3.5 | -4.6 | / | / | / | 6.1
C[C@@H]1CN([C@H](C)CO)C(=O)c2cc(NS(C)(=O)=O)ccc2O[C@H]1CN(C)C(=O)Nc1ccc(F)cc1 | -1.3 | 2.1 | / | -2.2 | -30.1 | 5.6 | 1.5
CC(C)=CC(=O)N1CCC(Oc2cccc(C(=O)NCc3ccccn3)c2)CC1 | 2.7 | -2.0 | / | / | 15.2 | -2.3 | -9.0
C[C@@H](NC(=O)C[C@H]1CC[C@@H]2[C@H](COC[C@H](O)CN2Cc2cc(F)ccc2F)O1)c1ccccc1 | 0.0 | 17.6 | -8.8 | 6.1 | -27.7 | 1.8 | -2.3
O=Cc1cc([N+](=O)[O-])ccc1N1CCN(Cc2ccc3c(c2)OCO3)CC1 | 0.1 | -11.1 | -4.2 | -1.8 | 9.7 | -0.4 | 0.1
Cc1cc(C)n(-c2nc(SCCN(C)C)c3c4c(sc3n2)COC(C)(C)C4)n1 | -1.3 | -9.8 | / | -8.3 | 3.1 | 4.5 | -3.2
O=C(c1ccccc1)N(Cc1ccc(F)cc1)Cc1nc2ccccc2c(=O)[nH]1 | / | 24.1 | / | / | 9.0 | / | -7.3
NC(=O)C1CCCN(C(=O)CCCNC(=O)c2ccc(Cl)cc2)C1 (stereo not drawn) | -0.3 | -12.0 | -3.7 | 0.3 | -4.7 | -3.7 | 0.4
Cc1cccc2c(=O)c(Br)c(C)n(Cc3ccccc3)c12 | 2.0 | -3.8 | 6.1 | -3.0 | 22.3 | 0.1 | 3.4
CCCc1cc(=O)n2[nH]c(NCc3ccc(OC)c(OC)c3)nc2n1 | 2.5 | / | 3.3 | -3.2 | / | -4.1 | /
CN(C(=O)c1ccccc1C(=O)OCC(=O)c1ccccc1)c1ccccc1 | -107.1 | 7.2 | -7.2 | 1.2 | 6.4 | -2.6 | 19.0

Three entries from above in another layout:
C[C@@H]1CN([C@H](C)CO)C(=O)c2cc(NS(C)(=O)=O)ccc2O[C@H]1CN(C)C(=O)Nc1ccc(F)cc1
  Casp6 inh: -1.3
  Statin myotox sup: 2.1
  FN deposit inh: /
  SIRT5 inh: -2.2
  LGR2 inh: -30.1
  S100A4 MyoIIA: 5.6
  esBAF inh: 1.5
CCOC(=O)CN1C(=O)Nc2ccc(Br)cc2C1c1ccccc1 (stereo not drawn)
  Casp6 inh: /
  Statin myotox sup: -3.5
  FN deposit inh: -4.6
  SIRT5 inh: /
  LGR2 inh: /
  S100A4 MyoIIA: /
  esBAF inh: 6.1
CC(C)=CC(=O)N1CCC(Oc2cccc(C(=O)NCc3ccccn3)c2)CC1
  Casp6 inh: 2.7
  Statin myotox sup: -2.0
  FN deposit inh: /
  SIRT5 inh: /
  LGR2 inh: 15.2
  S100A4 MyoIIA: -2.3
  esBAF inh: -9.0

Other entries follow:
SMILES | Casp6 inh | Statin myotox sup | FN deposit inh | SIRT5 inh | LGR2 inh | S100A4 MyoIIA | esBAF inh
CCOC(=O)N/N=C(/C)c1ccc([N+](=O)[O-])o1 | 9.2 | 23.3 | / | 0.2 | -4.3 | -1.6 | 6.6
Cc1c(Cl)cccc1NC(=O)CCN1CCN(C)CC1 | -10.0 | 4.3 | 3.3 | -2.4 | / | 5.8 | -2.8
OCc1cn(-c2ccccc2)nc1-c1ccc(Br)cc1 | 4.6 | -7.6 | 2.7 | -1.1 | -49.0 | -0.3 | 37.6
Cc1ccccc1NC(=O)Nc1ccc2c(c1)C(=O)N(C)[C@@H]1CC[C@@H](CC(=O)O)O[C@H]1CO2 | / | 13.9 | -3.6 | / | 2.5 | / | -4.2
C[C@H](CO)N1C[C@H](C)[C@H](CN(C)C(=O)C2CCC2)Oc2ncc(-c3cccc(C#N)c3)cc2C1=O | -1.4 | 39.7 | / | 0.8 | -10.1 | 2.5 | -6.6
CN1CCSc2ccc(C(=O)NCc3ccccc3)cc21 | -1.9 | 6.4 | -4.0 | -0.9 | -32.0 | -13.2 | 27.4
O=C(Cc1ccc(Br)cc1)NNC(=O)c1cccs1 | -0.3 | -5.7 | -3.2 | -4.7 | -8.9 | 4.9 | /
COc1ccc(C(=O)Nc2ccc(-c3cn4ccsc4n3)cc2)cc1S(=O)(=O)N1CCOCC1 | / | 17.3 | -10.5 | / | / | / | -0.8
CN(C)CCn1c2c(c(SCC(=O)Nc3ccccc3C(F)(F)F)nc1=O)CCCC2 | -0.4 | -3.3 | -7.9 | -0.6 | -13.9 | -3.8 | /
COc1cccc(-c2ccc3c(c2)O[C@@H](CN(C)C)[C@H](C)CN([C@@H](C)CO)S3(=O)=O)c1 | 0.6 | -18.6 | / | -7.3 | 6.8 | -7.0 | 1.2
COc1ccc2c3c([nH]c2c1)[C@H](CO)N(C(=O)Nc1c(C)noc1C)CC31CN(CC2CCOCC2)C1 | -1.8 | / | 9.0 | 2.1 | 7.3 | -4.9 | /
Cc1cccc(C)c1N(CC(=O)N/N=C/c1cc(Br)c(C)o1)S(C)(=O)=O | 0.9 | / | -4.0 | 0.1 | -58.1 | -5.0 | /
COc1ccc(NC(=O)Nc2ccc3c(c2)C(=O)N([C@H](C)CO)C[C@H](C)[C@@H](CN(C)C(=O)CCCN(C)C)OCCCC[C@@H](C)O3)cc1 | -1.5 | / | / | -0.1 | -3.5 | 2.0 | -2.0
